# Tb PGK inh: blocks T. brucei phosphoglycerate kinase. P07378. PGK/GAPDH coupled, Kinase-Glo luminescence, 60 min. Potency, µM (highest dose often 57.5 µM), without a hit: at the highest dose activity change, negative = inhibition, hits mostly inhibitors. hit rate 0.043% among 380,000; note: % is set by controls: 0 for no effect and ±100 for the full control effect; nearly all actives have a fitted effect of over 60% in size
#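 Recombinant glycosomal PGK reaction used 1,3-bisphosphoglycerate generated in-well by GAPDH (100nM final) in 100mM TEA pH 7.6, 5mM MgCl2, 0.01% Tween-20. After 60 minutes at room temperature, ATP was read by Kinase-Glo Plus luminescence end-point.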
# JMJD2A Tudor inh: JMJD2A Tudor domain (human) inhibition; AlphaScreen JMJD2A-Tudor / H3K4me3 peptide binding; Potency, µM (highest dose often 114 µM), for the others: top-dose activity change, negative = inhibition, actives largely listed as inhibitors; hit rate 4.4% among 390,000; AID 504339; note: % is set by controls: 0 for no effect and ±100 for the full control effect; nearly all actives have a fitted effect of over 50% in size
# TrxR1 inh: blocks rat thioredoxin reductase 1; Potency, µM (doses to about 114 µM), without a hit: at the top dose activity change, negative = inhibition, usual class: inhibitors; AID 588453; recombinant rTrxR1, NADPH fluorescence consumption, selenite substrate; hit rate 1% among 390,000; O89049; note: % is set by controls: 0 for no effect and ±100 for the full control effect; nearly all actives have a fitted effect of over 65% in size
#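 Rat TrxR1 (90 nM in the dispensed reagent) was pre-reduced with 400 uM NADPH for 5 min at room temperature, then incubated with compound for 15 min. After 400 uM selenite was added, NADPH fluorescence (Ex 340/Em 450 nm) was followed for 8 min.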
# HP1b binding inh: blocks HP1-beta chromodomain binding to methylated histone tails; P83916; AlphaScreen HP1-beta / biotin-H3K9me3 peptide binding; Potency, µM (titrated, usually from 114 µM), inactives show at the highest dose activity change, negative = inhibition, most hits filed as inhibitors; hit rate 0.56% among 390,000; AID 540317; note: nearly all actives have a fitted effect of over 70% in size; inactives centre near 23
#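 HP1-beta protein (50 nM final) preincubated 30 min at room temperature with biotinylated H3(1-18)K9me3 peptide (50 nM) in PBS pH 7.4, 0.01% Tween-20, then compound added for 30 min. AlphaScreen streptavidin donor/nickel chelate acceptor beads (10 ug/mL final), 30 min dark, luminescence read.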
# GLS inh: blocks human kidney-isoform glutaminase activity; O94925; GLS enzymatic activity, qHTS titration; Potency, µM (doses to about 45.5 µM), inactives show at the top dose activity change, negative = inhibition, usual class: inhibitors; hit rate 0.21% among 410,000; AID 624170; note: % is set by controls: 0 for no effect and ±100 for the full control effect
# Target sequence (O94925 whole entry, looked up, canonical isoform): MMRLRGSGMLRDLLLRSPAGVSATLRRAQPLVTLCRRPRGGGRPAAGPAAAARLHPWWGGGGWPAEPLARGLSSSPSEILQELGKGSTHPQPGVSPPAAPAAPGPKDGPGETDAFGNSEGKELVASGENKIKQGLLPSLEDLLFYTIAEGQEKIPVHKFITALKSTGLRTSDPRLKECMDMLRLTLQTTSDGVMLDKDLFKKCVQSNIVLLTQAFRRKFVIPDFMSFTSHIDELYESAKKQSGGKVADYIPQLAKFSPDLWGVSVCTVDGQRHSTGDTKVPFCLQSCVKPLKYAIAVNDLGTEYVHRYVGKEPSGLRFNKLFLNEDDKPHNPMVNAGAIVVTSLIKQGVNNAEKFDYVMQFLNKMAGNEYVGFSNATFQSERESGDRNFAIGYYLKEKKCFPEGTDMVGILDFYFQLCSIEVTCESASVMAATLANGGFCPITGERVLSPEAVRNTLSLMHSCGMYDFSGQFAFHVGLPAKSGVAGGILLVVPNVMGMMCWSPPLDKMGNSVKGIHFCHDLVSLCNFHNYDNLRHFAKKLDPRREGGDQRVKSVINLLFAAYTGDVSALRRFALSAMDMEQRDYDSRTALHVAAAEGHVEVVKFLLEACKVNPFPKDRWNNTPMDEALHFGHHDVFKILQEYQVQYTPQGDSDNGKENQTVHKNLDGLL
#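 Coupled fluorescence readout: glutamate oxidase/HRP/Amplex Red detect glutamate formed by hKGA from L-glutamine (1 mM solution added). Buffer 45 mM KH2PO4 pH 8.2, 0.02% Tween-20; reads at t0 and 30 min RT.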
# Pin1 inhibitor: inhibitors of human Pin1 | Pin1 FP peptide displacement, HiFluor488, 10 min | Potency, µM (top dose mostly 115 µM), without a hit: top-dose activity, negative = inhibition, most hits filed as inhibitors | hit rate 0.009% among 390,000 | AID 504891; active = well fitted inhibition curve with a large enough effect in the polarisation, with a control signal flat, not every such curve was filed as active; inconclusive = small, poorly fitted or top-dose-only effect, or effect the other way, or a change in a side signal; inactive = no such curve, though single readings can be large or run the other way; the % refers to the polarisation; note: % is set by controls: 0 for no effect and ±100 for the full control effect
# Target sequence (Q13526 whole entry, looked up): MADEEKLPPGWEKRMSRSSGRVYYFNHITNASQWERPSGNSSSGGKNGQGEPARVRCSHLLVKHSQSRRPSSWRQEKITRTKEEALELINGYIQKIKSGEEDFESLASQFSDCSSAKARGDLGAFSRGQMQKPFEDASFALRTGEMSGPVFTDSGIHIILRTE
# RGS4 inh: inhibitors of human regulator of G protein signaling 4. Transcreener GDP fluorescence polarization, RGS4-accelerated GTP hydrolysis. AID 504845. Potency, µM (highest dose often 114 µM), without a hit: at the top dose activity change, negative = inhibition, most hits filed as inhibitors. P49798. hit rate 0.039% among 390,000; note: % is set by controls: 0 for no effect and ±100 for the full control effect; nearly all actives have a fitted effect of over 75% in size; some results filed as inactive show a strong effect at the top dose
# Target sequence (P49798 whole entry, looked up): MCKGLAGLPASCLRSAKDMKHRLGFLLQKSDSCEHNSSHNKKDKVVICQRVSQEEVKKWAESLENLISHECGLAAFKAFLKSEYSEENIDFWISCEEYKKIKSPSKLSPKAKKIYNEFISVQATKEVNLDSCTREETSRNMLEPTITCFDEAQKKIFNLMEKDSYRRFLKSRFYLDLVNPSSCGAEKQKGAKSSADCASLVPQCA
#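 MLSMR compounds (23 nl, pin-transferred) preincubated 10 min at room temperature with a 500nM (2x) first reagent, then RGS4 at 900nM (2x) plus Transcreener GDP mix added; fluorescence polarization (620/688 nm) read before and after 90 min at 30 °C.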
# 12-LOX inh: ALOX12 (human) lipoxygenase inhibition; P18054; Potency, µM (series often up to 108 µM), for inactives: top-dose activity change, negative = inhibition, hits mostly inhibitors; purified 12hLO, xylenol orange hydroperoxide absorbance; hit rate 1.1% among 580,000; note: % is set by controls: 0 for no effect and ±100 for the full control effect
#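 Purified human 12hLO at 150 nM in 25 mM Hepes, 0.01% Triton X-100, pH 7.0, preincubated 15 min at room temperature with compound. Reaction started with 40 uM arachidonic acid, 30 min at room temperature. Hydroperoxide measured by Fe-xylenol orange, 573/405 nm absorbance ratio.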
# ERG-DNA inh: inhibitors of human ERG Ets domain-DNA interaction; Potency, µM (series often up to 76.9 µM), for inactives: top-dose FP activity, negative = inhibition, hits mostly inhibitors; hit rate 0.028% among 370,000; AID 624246; fluorescence polarization, His-ERG Ets domain / labelled DNA; P11308; active = well fitted inhibition curve with a large enough effect in the polarisation, with a control signal flat; inconclusive = small, poorly fitted or top-dose-only effect, or effect the other way, or a change in a side signal; inactive = no such curve, though single readings can be large or run the other way; the % refers to the polarisation;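 note: polarization taken with two DNA probes labelled with fluorescein and Texas red; % of control where 0% means no effect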
#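 His-tagged ERG Ets domain (1 uM in the protein solution; 300mM KCl, 50mM Tris-HCl, 1mM EDTA, 1mM DTT, pH 7.5) received compound, then a probe mix of 5 nM fluorescein-DNA and 100nM Texas-615-DNA. Fluorescence polarization was read for both dyes.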
# * hit, by the source's call; i = inactive; ? = inconclusive; . = no result given; [ ] = another dose, or the depositor's remark. Unless noted, calls come from the whole dose curve; as a rule, active = well fitted curve in the direction sought with a large enough effect; inconclusive = small, poorly fitted or top-dose-only effect, or another doubt; inactive = no such curve, though single readings can be large; an effect the other way counts as inactive or inconclusive. Potency is the fitted concentration of half-maximal effect.
mol	Tb PGK inh	JMJD2A Tudor inh	TrxR1 inh	HP1b binding inh	GLS inh	Pin1 inhibitor	RGS4 inh	12-LOX inh	ERG-DNA inh
CNC(=O)c1ccsc1NC(=O)CS(=O)(=O)c1ccc(Cl)cc1	-9%	-11%	-28%	26%	-2%	-5%	-12%	0%	-5%
COc1ccc(CNC(=O)CCc2c(C)nc3cc(-c4ccccc4OC)nn3c2C)cc1	-10%	-14%	-16%	17%	5%	-1%	-8%	-1%	3%
CCCSc1nnc2[nH]c(=O)cc(N)n12	-10%	-5%	20%[57.1 µM]	22%	9%	3%	?	97%[activator]	6%
CN(C)CCCNCC(=O)NN(c1ccccc1)c1ccccc1	i	0.79µM*	19%	-32%	-14%	-9%	-12%	3%	-6%
Cc1ccccc1NS(=O)(=O)c1ccc(-c2ccc(=O)[nH]n2)o1	-8%	-14%	-13%	45%[activator]	-4%	0%	18%	-3%	-2%
O=C(Nc1ccc2oc(-c3cccc4c(Br)cccc34)nc2c1)c1ccc(Br)cc1	i	-3%	0%	20%	1%	0%	23%	-16%	3%
CC(C)c1nc2oc3c(=O)[nH]cnc3c2c2c1COC(C)(C)C2	0%	-5%[11.4 µM]	29%	43%[activator]	-10%	-4%	-8%[11.4 µM]	44%[activator]	-7%
N=c1n(CCN2CCCCC2)c2ccccc2n1CC(=O)c1cccs1	-2%	-3%	4%	15%	0%	1%	2%	1%	8%
Cc1cc(Br)c(NC(=O)COC(=O)CC2CC3CCC2C3)c(Br)c1 (stereo unspecified)	-1%	-3%	17%	38%	-16%	1%	-3%	-13%	-5%
O=C(OCCN1C(=O)c2cccc3c(N4CCOCC4)ccc(c23)C1=O)c1ccc(Cl)cc1Cl	-3%	96%[activator]	-6%	149%[activator]	?	?	-5%	4%	-4%
CCOC(=O)c1ccc(NC(=O)CSc2nnc(CNC(=O)c3ccccc3F)o2)cc1	-1%	-21%	10%	33%	0%	-1%	-12%	?	13%
O=C1C=Cc2cccc3ccc(O)c1c23	-10%	-14%	5%[2.29 µM]	15%[57 µM]	-9%	?	-8%	?	-11%
CCOC(=O)C1CCCN(Cc2ccc(OCc3ccccc3)cc2)C1 (stereo unspecified)	-4%	?	17%	?	1%	-15%	11%	0%	12%
Cc1cccc(OCC(=O)Nc2ccc(CN3CCOCC3)cc2)c1C	-8%	-24%	-9%	18%	7%	-1%	-7%	?	-6%
COc1ccc(CC(=O)NC(C)c2nnc(SCC(=O)c3ccc(Br)cc3)n2C)cc1 (stereo unspecified)	2%	-11%	-9%	10%	-2%	-3%	?	-31%	-6%
Cc1cc(Cl)ccc1OCCCC(=O)OCC(N)=O	0%	-10%	14%[57.1 µM]	21%	5%	-5%	16%	-1%	-3%
COc1ccc(C(=O)NCC(=O)OCC(=O)c2c(C)[nH]c3ccccc23)cc1OC	i	-30%	17%	26%	1%	?	14%	1%	2%
CCOc1ccccc1NC(=O)Nc1nnc(N2CCCCCC2)s1	-5%	-5%	10%	35%	-5%	1%	-11%	-3%	-4%
O=S1(=O)CC(NCc2ccccc2)C(Nc2ccc(Cl)cc2)C1 (stereo unspecified)	-9%	-12%	-10%	17%	6%	-1%	-15%	14%	3%
Cc1ccc(NS(=O)(=O)c2ccc(C(=O)N3CCOCC3)cc2)cc1	-2%	3%	3%	25%	3%	3%	-13%	-15%	6%
O=C(Cn1nnc(-c2ccc(Cl)cc2)n1)NCc1ccco1	.	-32%	7%	22%	6%	18%	26%	-6%	-19%
CCN(CC)S(=O)(=O)c1ccc(NC2c3ncccc3C(=O)N2Cc2ccccc2)cc1 (stereo unspecified)	-8%	28µM*	16%	-5%	4%	39%[activator]	-16%	?	-2%
O=C(CC1C(=O)NCCN1Cc1ccc(-c2ccccc2)cc1)NCC1CC1 (stereo unspecified)	-4%	-11%	-24%[57.1 µM]	22%	-2%	5%	50%	-13%	16%
O=C(/C=C/c1ccc([N+](=O)[O-])cc1)NCCN1C(=O)S/C(=C\c2ccc(F)cc2)C1=O	i	-9%	8%[57.1 µM]	21%	3%	-4%	7%	6%	4%
COc1ccc(C(NC(=O)C2C3C=CC(C3)C2C(=O)O)c2ccccc2)cc1 (stereo unspecified)	i	1%	29%[57.1 µM]	32%	0%	0%	-11%	7%	15%
COc1ccc(-c2cc(-c3nnc(-c4ccncc4)o3)c3ccccc3n2)cc1	9%	11%[57.1 µM]	39%[activator]	82%[activator]	-2%	-3%	?	0%	-1%
C#CCCCCCCC#CCN(C)C	0%	1.8µM*	1%[57.1 µM]	?	15%	-3%	5%	-1%	-7%
CC(=O)OCc1cc2cccc(C)c2[nH]c1=O	-9%	1%	-9%	22%	-9%	2%	-26%	-9%	4%
CC(=O)c1ccc(NC(=O)CCc2c(C)nc3cc(-c4ccc(Cl)cc4)nn3c2C)cc1	-2%	-4%	26%	29%	0%	3%	-5%	0%	-9%
Cn1c2ccccc2c2ncn(Cc3ccc(F)cc3)c(=O)c21	-2%	3%	-9%	45%[activator]	0%	-9%	-9%	?	-3%
O=c1oc2ccccc2n1CSc1nc2ccccc2s1	0%	-15%[11.4 µM]	25%[57.1 µM]	53%[activator]	-16%	-7%	-24%[11.4 µM]	40%	-16%
CCOC(=O)Nc1ccc2c(c1)N(C(=O)OC)c1ccccc1CC2	-3%	-18%	-3%	24%	-2%	2%	-18%	0%	-8%
COc1ccc(C(C)NC(=O)c2cccc([N+](=O)[O-])c2)cc1OC (stereo unspecified)	-5%	-14%	14%	6%	0%	-4%	22%	-14%	1%
N=C1/C(=C\c2ccc(OC(=O)c3ccccc3)cc2)C(=O)N=C2SC(N3CCOCC3)=NN12	1%	?	-19%[57.1 µM]	-7%	0%	?	-17%	3%	4%
COc1ccc(C(=O)N2CCN(c3cccc(Cl)c3)CC2)cc1S(=O)(=O)NC1CC1	-4%	-11%	-10%	23%	1%	-1%	24%	-9%	11%
COC(=O)c1cccnc1NC(=S)NNC(=O)c1ccncc1	-5%	24%	?	39%[activator]	.	-7%	-8%	1%	-7%
Cc1ccccc1Nc1cc(C(=O)NCCCN2CCN(c3cccc(Cl)c3)CC2)c2ccccc2n1	-10%	?	3%[57.1 µM]	18%	13%	13%	-25%	?	0%
CC(c1ccccc1)C1CC(=O)N(Cc2ccco2)C1=O (stereo unspecified)	0%	-45%	40µM*	-13%	-10%	8%	-51%	-1%	5%
CC1(C)Cc2c(cnn2-c2ccc(F)cc2)C(NC(=O)C(C)(C)O)C1 (stereo unspecified)	-1%	-14%	9%	35%	-4%	3%	12%	?	16%
O=C(NCCOc1ccccc1Cl)c1cc(F)c(F)cc1Cl	-6%	-6%	2%	17%	3%	-11%	24%	1%	-2%

# Profiles, quoted from the list.
# O=C1C=Cc2cccc3ccc(O)c1c23 as listed: Tb PGK inh = -10%; JMJD2A Tudor inh = -14%; TrxR1 inh = 5%[2.29 µM]; HP1b binding inh = 15%[57 µM]; GLS inh = -9%; Pin1 inhibitor = ?; RGS4 inh = -8%; 12-LOX inh = ?; ERG-DNA inh = -11%
# CN(C)CCCNCC(=O)NN(c1ccccc1)c1ccccc1 as listed: Tb PGK inh = i; JMJD2A Tudor inh = 0.79µM*; TrxR1 inh = 19%; HP1b binding inh = -32%; GLS inh = -14%; Pin1 inhibitor = -9%; RGS4 inh = -12%; 12-LOX inh = 3%; ERG-DNA inh = -6%

# The listing continues.
mol	Tb PGK inh	JMJD2A Tudor inh	TrxR1 inh	HP1b binding inh	GLS inh	Pin1 inhibitor	RGS4 inh	12-LOX inh	ERG-DNA inh
O=S(=O)(NCc1nnc2ccccn12)c1ccc(F)cc1	-7%	-10%	-12%	18%	-5%	0%	3%	-10%	3%
CCn1ncc(/C=C/C(=O)Nc2c(C)nn(CC)c2C)c1C	-3%	-10%	7%	29%	1%	-13%	15%	0%	8%
CCN(CC)C1CCN(c2nc3nonc3nc2NCCOC)C1 (stereo unspecified)	1%	-14%	12%	36%	-1%	1%	-1%	47%[activator]	-10%
CCNc1nc(NCC)n2c(SCC(=O)Nc3ccc(F)cc3)nnc2n1	-23%	-18%	23%[11.4 µM]	10%	94%[activator]	3%	-6%	-22%	5%
COCC(C)n1c(C)cc(C(=O)COC(=O)c2c(NC(C)=O)sc(C)c2C)c1C (stereo unspecified)	-12%	-11%	-8%[57.1 µM]	53%[activator]	1%	0%	-29%	3%	-3%
O=C(COC(=O)c1ccc([N+](=O)[O-])o1)Nc1ccc(F)cc1	-3%	-15%	25µM*	10%	1%	1%	6%	0%	13%
O=C(CCN1C(=O)C2C3C=CC(C3)C2C1=O)Nc1ccc2c(c1)OCO2 (stereo unspecified)	i	1%[11.4 µM]	19%[57.1 µM]	-11%	-16%	-7%	-8%[11.4 µM]	18%	-13%
Cc1cccc(-c2nc(C#N)c(NCC3CCCO3)o2)c1 (stereo unspecified)	-9%	-11%	17%[57.1 µM]	-7%	4%	-13%	-15%	7%	1%
O=C(NC(Nc1ncc(S(=O)(=O)c2ccc([N+](=O)[O-])cc2)s1)(C(F)(F)F)C(F)(F)F)c1ccc(Cl)cc1	i	?	?	?	-2%	0%	8%	?	-1%
CC(c1ccccc1)N1CCn2c(nc3cc(NC(=O)c4cccs4)ccc32)C1 (stereo unspecified)	-6%	-13%	-10%	12%	4%	30%	9%	3%	.
CCOc1ccc(-n2c(C)cc(/C=N/NC(=O)C(N)=O)c2C)cc1	-9%	-35%	13%[57.1 µM]	-4%	-5%	-5%	-12%	11%	-5%
C/C(=N\NC(=O)c1cc(-c2ccncc2)nc2ccccc12)c1ccc(N2CCOCC2)cc1	.	?	3%	7%	27%	1%	?	-11%	2%

# From PubChem

# The list is partial (hit frequency here may not be typical).
